High-throughput results as filed in PubChem BioAssay.
RSV antiviral HEp-2: RSV antiviral activity via CPE protection, HEp-2 cells, primary 10 µM value included (AID 2391); HEp-2 cells, RSV-induced CPE inhibition; higher % means a stronger effect; CPE inhibition, % at 10 µM; hits with a dose series show IC50 in µM; 310,000 tested, 0.13% active; in the data active means a potency from the dose series; further: strong numbers were not always called active
PMI inhibition: human PMI inhibitors, high substrate, primary screen, biochemical, fluorescence intensity, high mannose 6-phosphate (AID 1220) | 190,000 tested, 0.66% active | inhibition, % at 20 µM, or IC50 in µM where a hit was titrated | recombinant PMI enzyme, coupled fluorescence intensity; higher % means a stronger effect
M1AAP inhibition: P. falciparum M1AAP inhibitors, biochemical, fluorogenic H-Leu-NHMec substrate, 1536-well (AID 1445); recombinant M1AAP, H-Leu-NHMec fluorogenic kinetic assay; higher % means a stronger effect; 220,000 tested, 0.42% active; inhibition, % at 30 µM, or IC50 in µM where a hit was titrated; Aminopeptidase N (Plasmodium falciparum (isolate 3D7));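 active means primary inhibition above the hit cutoff, then over 50% inhibition at one or more dose response concentrations, cut at about 23% in these data, passing the limit was not always enough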;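 further: plate controls were DMSO full reaction for no effect and no enzyme background for full effect; strong numbers were not always called active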
UTI89 phage lysis: inhibition of K1F phage lysis, E. coli UTI89, bacterial capsule biogenesis inhibitors, alamar blue (AID 488966); one-dose inhibition, % at 100 µM; IC50 in µM for titrated hits; E. coli UTI89 K1F phage lysis, alamar blue, 2 h; higher % means a stronger effect; 340,000 tested, 0.02% active;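 active means phage lysis inhibition, versus mean bacterial control, above a set limit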;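 further: capsule biogenesis inhibitors block K1F phage lysis so surviving cells raise fluorescence; higher fluorescence means more inhibition of phage lysis; actives were called in the ten point dose series up to 300 µM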
TNAP activators: human TNAP enzyme activators, primary screen, biochemical, luminescent, no phosphate acceptor, uHTS (AID 1001) | purified TNAP, luminescent activation assay, no phosphate acceptor; higher activation fold means a stronger effect | 200,000 tested, 0.03% active | one-dose activation fold at 20 µM; EC50 in µM for titrated hits | Alkaline phosphatase, tissue-nonspecific isozyme (Homo sapiens); in the data active means activation fold from about 3, or a potency from the dose series; inactive means the rest, 99 in 100 with activation fold below about 1.6; further: many of its hits are not listed in these tables
P. falciparum M17LAP: P. falciparum M17LAP inhibitors, primary screen, biochemical, fluorogenic H-Leu-NHMec substrate, 1536-well (AID 1619); recombinant M17LAP, H-Leu-NHMec fluorogenic kinetic assay; higher % means a stronger effect; one-dose inhibition, % at 30 µM; IC50 in µM for titrated hits; 220,000 tested, 0.38% active;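 active means compound inhibiting the enzyme by more than half at any dose during confirmatory dose-response retesting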;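 further: plate controls were full reaction with DMSO carrier for no effect and no enzyme background for full effect; strong numbers were not always called active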
T cell modulator: modulators of CD8 T cell-vesicle binding, primary screen, mouse 2C CD8+ T cells, flow cytometry | 330,000 tested, 0.068% active | 2C CD8+ T cell-vesicle binding; stronger effect = lower value | calls only at 7 µM | AID 2052, 2009;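 active means response, share of CD8 T cells binding vesicles, and their 90th percentile fluorescence all below set limits, cut at about 80% in these data, passing the limit was not always enough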
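incubation = binding step 1.5 h, 37 °C, antibody labelling 20 min, ice | test system = 2C mouse CD8+ T cells | read-out basis = percent CD8+ FL2 mean versus row control | controls = Peptide-free naked vesicles (low) and QL9 vesicles with 0.7% DMSO vehicle (high) | detection = flow cytometry of vesicle-bound cells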
West Nile antiviral: West Nile virus antiviral activity, cell-based, CPE readout (AID 1621) | West Nile virus-infected cells, CPE inhibition; higher % means a stronger effect | CPE inhibition, % at 10 µM, or IC50 in µM where a hit was titrated | 290,000 tested, 0.02% active; in the data active means a potency from the dose series; further: strong numbers were not always called active
PMI inhibitors: inhibitors of human PMI, primary screen, biochemical, fluorescence intensity, coupled assay (AID 1209) | purified PMI enzyme, coupled fluorescence intensity; higher % means a stronger effect | Mannose-6-phosphate isomerase (Homo sapiens) | inhibition, % at 20 µM; hits with a dose series show IC50 in µM | 190,000 tested, 0.42% active;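 further: plate controls were DMSO vehicle for no effect and wells lacking substrate for full effect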
T cell modulator vesicle-bound %: recorded beside T cell modulator, whose call it bears; double positive events, %; measured here: CD8+ vesicle-bound cell fraction;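 binding gate set so that unloaded-vesicle control wells show 10% double positive cells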
Starred values were filed as active, the others as inactive; i = inactive; . = no result given; [ ] = remark or other dose. Unless noted, no stated cut-off is given here; in the data, active means inhibition above about 50%; inactive means the rest.

SMILES | RSV antiviral HEp-2 | PMI inhibition | M1AAP inhibition | UTI89 phage lysis | TNAP activators | P. falciparum M17LAP | T cell modulator | T cell modulator vesicle-bound % | West Nile antiviral | PMI inhibitors
CC(C)C12CN3CCN(CC(C3)/C1=N\O)C2 | 0.5% | 0% | -1% | 3.6% | 1.1 | 0% | i | 34 | -0.1% | 10%
Cc1cccc(CCNCc2cc3cc(C)cc(C)c3[nH]c2=O)c1 | 1.8% | . | . | 0.0% | . | . | i | 55 | -0.7% | .
Oc1ccc(/C=N/NP(=S)(c2ccccc2)c2ccccc2)cc1 | 6.0% | 9% | 3% | -0.1% | 1.1 | 2% | i | 18 | 0.8% | 15%
C#CCOCOCC#CCN(CC)CC | 2.5% | 2% | 2% | 1.6% | 1.1 | -6% | i | 6 | 0.1% | 2%
CCN(CC)c1ccc(N=Cc2c(O)n(-c3ccccc3)c(=O)[nH]c2=O)cc1 | 2.1% | . | 5% | 0.6% | . | -2% | i | 48 | 0.4% | .
Cc1cc(OCC(=O)N[C@@H](Cc2ccccc2)C(=O)O)c2c3c(c(=O)oc2c1)CCC3 | -0.2% | . | . | -0.1% | . | . | i | 28 | 0.6% | .
CCCCn1c(=O)c(C(=O)NCc2ccccc2)c(O)c2ccccc21 | 5.8% | . | . | 0.8% | . | . | i | 55 | -1.6% | .
c1ccc(CN2CCNCC2)nc1 | 0.3% | . | . | 0.4% | . | . | i | 25 | 0.0% | .
CC(=NCC1CCCO1)c1c(O)n(C2CCCCC2)c(=O)[nH]c1=O (stereo not given) | 2.1% | . | 5% | -1.3% | . | 14% | i | 31 | 0.0% | .
CCCCCn1c(=O)c(C(=O)Nc2ccccc2N)c(O)c2ccccc21 | 2.7% | . | . | 1.3% | . | . | i | 41 | -1.7% | .
CC(C)N1CCN(Cc2ccc3c(c2)OCCO3)CC1CCO (stereo not given) | 0.4% | 6% | 3% | 0.8%[50 µM] | 1.1 | -7% | i | 35 | -0.3% | 9%
Cc1cccc(-n2c(-c3ccco3)nc3ccccc3c2=O)n1 | 0.1% | 6% | 12% | 0.2% | 1.2 | 9% | i | 48 | 0.3% | 6%
CCCCOCCCn1c(N)c(C(=O)OC(C)COC)c2nc3ccccc3nc21 (stereo not given) | 1.9% | 15% | 9% | 1.1% | 1.1 | -202% | i | 60 | 2.0% | 6%
Cc1ccccc1N1C(=O)NC(=O)/C(=C\c2cc(Br)c(N3CCOCC3)o2)C1=O | 1.2% | -12% | 16% | 1.8%[50 µM] | 1.1 | 39% | i | 54 | 0.3% | -10%
COC1CC(OC2CCC3(C)C(CCC4C3CCC3(C)C(C5=CC(=O)OC5)C(OC(C)=O)CC43O)C2)OC(C)C1OC1OC(COC2OC(CO)C(O)C(O)C2O)C(O)C(O)C1O (stereo not given) | 2.3% | . | 2% | . | . | 10% | i | 35 | 13% | .
COc1ccc(C(CNC(=O)Cc2ccc(Cl)c(Cl)c2)N2CCCCC2)cc1 (stereo not given) | -0.4% | . | . | -0.2% | . | . | i | 19 | -1.3% | .
O=C1NC(=O)N(c2cccc(Br)c2)C(=O)/C1=C/c1ccsc1 | 0.0% | -74% | 15% | 0.1% | 1.1 | 34% | i | 53 | 0.7% | -66%
C=Cc1ccc(Cn2c(C(=O)O)c(C=O)c3ccccc32)cc1 | -1.2% | -14% | 6% | -0.1% | 1.1 | -1% | i | 30 | 0.8% | -23%
CCC(C)N1Cc2ccccc2C1=N (stereo not given) | 1.5% | 2% | -1% | 0.7% | 1 | 7% | i | 14 | 0.0% | -6%
O=C1CN(O)C(c2ccccc2Cl)=c2cc(Br)ccc2=N1 | 0.6% | . | . | 0.2% | . | . | i | 52 | -0.7% | .
CCCCNC(=O)NC(C(N)=O)P(=O)(OCC)OCC (stereo not given) | 2.6% | . | 8% | 0.1% | . | -1% | i | 27 | 0.4% | .
CCn1cc(CN2CCCC(C(=O)c3sccc3C)C2)cn1 (stereo not given) | -0.9% | 13% | 0% | -0.1% | 1.1 | 1% | i | 11 | -0.1% | 9%
Cc1cc(C=C2C(=O)N(C)C(=S)N(C)C2=O)c(C)n1-c1cccnc1 | 2.6% | . | 5% | -5.2% | 1 | 43% | i | 40 | -0.2% | 60%*
CCC(=Nc1ccc2c(c1)CCC2)c1c(O)n(C2CCCCC2)c(=O)[nH]c1=O | 1.1% | 3% | 5% | -0.4% | 1 | 8% | i | 25 | -0.3% | -2%
Cc1c(C=O)c2ccccc2n1Cc1ccccc1 | -0.6% | . | . | 0.3% | . | . | i | 55 | -0.7% | .

Next records
SMILES | RSV antiviral HEp-2 | PMI inhibition | M1AAP inhibition | UTI89 phage lysis | TNAP activators | P. falciparum M17LAP | T cell modulator | T cell modulator vesicle-bound % | West Nile antiviral | PMI inhibitors
CCOc1ccccc1C1SCC(=O)Nc2c1c(=O)[nH]n2C(CC)CC (stereo not given) | 0.8% | 0% | 7% | 0.9% | 1.1 | -9% | i | 52 | 0.2% | -8%
O=[N+]([O-])c1cc(Cl)c(O)c(-[n+]2c(-c3ccccc3)cc(-c3ccccc3)cc2-c2ccccc2)c1 | 9.8% | . | . | 0.2% | . | . | i | 60 | -1.2% | .
CCC(=NCCCn1ccnc1)c1c(O)n(Cc2ccccc2)c(=O)[nH]c1=O | -0.8% | 1% | 2% | 0.4% | 1.1 | 10% | i | 27 | -0.2% | 9%
CC12CCC3C(CCC4C/C(=N/O)CCC43C)C1CCC2O (stereo not given) | -0.8% | -3% | 4% | 3.8% | 1.1 | 9% | i | 47 | -0.8% | 3%
O=C(COc1ccccc1F)N1CCN(CCN2C(=O)c3cccc4cccc(c34)C2=O)CC1 | -1.7% | 8% | 11% | 2.9% | 1 | 12% | i | 54 | -1.0% | 10%
CN(Cc1c[nH]c2ccccc12)C1CCCCC1 | 2.9% | -6% | 9% | -0.1% | 1.1 | -9% | i | 61 | -0.6% | -8%
COc1ccc2c(c1)c(C(=O)C(C)N1CCCCC1)c(C)n2C (stereo not given) | 1.2% | . | . | 0.2% | . | . | i | 20 | 0.6% | .
CC(/C=C(\C)Nc1ccccc1)=Nc1ccccc1 | 1.1% | -37% | -3% | -0.5% | 0.9 | 0% | i | 31 | -0.3% | -60%
Cc1ccc2c(c1)N(CCC(=O)N1CCC3(CC1)OCCO3)C(=O)CO2 | 1.8% | 7% | 1% | -0.3% | 1.2 | -1% | i | 52 | 0.3% | 10%
CC(C)(C)NC(=S)N1CCn2cccc2C1c1cccnc1 (stereo not given) | 1.6% | 4% | 1% | 0.2% | 1.1 | 7% | i | 27 | 0.0% | -6%
O=C(Nc1nc(-c2ccccc2)c(-c2ccccc2)s1)c1ccc(S(=O)(=O)N(CCCl)CCCl)cc1 | 13% | -2% | 1% | 1.9%[50 µM] | 1 | 5% | i | 3 | -2.0% | 0%
Cc1oc(-c2ccccc2F)nc1CS(=O)CC(=O)N1CCC2(CC1)OCCO2 (stereo not given) | -0.1% | -9% | 4% | 0.3% | 1.2 | 0% | i | 12 | -0.6% | -13%
COc1ccc2c(c1)CC1(CN2C)C(=O)NC(=O)N(CCc2ccccc2)C1=O (stereo not given) | 2.0% | 31% | 22% | -0.2% | 1.1 | 12% | i | 53 | 0.2% | 1%
C=CCN=C(SCC(=O)c1ccc(Cl)cc1)c1c(O)n(C)c(=O)n(C)c1=O | 0.2% | . | 3% | -0.8% | . | 8% | i | 27 | -0.1% | .
COc1cc(/C=N/n2cnnc2)ccc1OC(=O)N(C)C | -1.4% | 5% | 1% | 2.2% | 1.1 | 11% | i | 23 | -0.3% | 12%
Cc1ccc(Cl)cc1-n1c(O)c(C=NCCCN2CCOCC2)c(=O)[nH]c1=O | 1.0% | -8% | 8% | 7.8% | 1 | 4% | i | 41 | 0.5% | -5%
CNC(=O)Oc1ccc(-c2cn3cc(Cl)ccc3n2)cc1 | 0.6% | 4% | 6% | 2.6%[50 µM] | 1.1 | -61% | i | 10 | -0.1% | 2%
Nc1ccc(S(=O)(=O)N2CC3CC(C2)c2cccc(=O)n2C3)cc1 (stereo not given) | 0.4% | 0% | 11% | 0.0% | 1.1 | 4% | i | 30 | 0.0% | -2%
Nc1ccc2c(c1)Cc1ccccc1-2 | 19% | 5% | 2% | -0.3% | 0.9 | -1% | i | 52 | -0.8% | 1%
Cc1ccccc1-n1c(O)c(/C=N/N2CCOCC2)c(=O)[nH]c1=S | 1.5% | 56%* | 11% | 2.1% | 0.9 | 10% | i | 24 | -0.2% | 29%
Cc1ccc(N2C(=O)NC(=O)/C(=C\c3ccsc3)C2=O)cc1C | 1.7% | -16% | 14% | . | 1.1 | 5% | i | 49 | -0.8% | -4%
Cc1c(CCN)ccc2c1[nH]c1ccccc12 | 1.1% | . | -5% | 0.9% | . | -4% | i | 50 | 0.0% | .
O=c1[nH]c2ccccc2c(=O)n1-c1cccc(Cl)c1 | 1.5% | -3% | 3% | 3.2% | 1.2 | -10% | i | 54 | 0.3% | -6%
O=c1[nH]c(=O)n(Cc2ccc(F)cc2)c(O)c1C=NCC1CCCO1 (stereo not given) | 0.6% | -20% | 2% | 3.3% | 1 | -5% | i | 24 | -0.2% | -12%
COCCNC(=O)Cn1cc(/C=C2\C(=O)NC(=O)N(c3ccccc3F)C2=O)c2ccccc21 | 2.3% | . | . | 0.5% | . | . | i | 24 | 0.3% | .
CCCCCn1c(=O)c(C(=O)NCc2ccccn2)c(O)c2ccccc21 | -0.4% | -5% | 1% | 1.1% | 1 | -8% | i | 57 | -0.6% | -4%
COc1ccc(NC(=O)N2CCC3(CC2)OCCO3)c(OC)c1 | -0.8% | 17% | 2% | 0.1% | 1 | 4% | i | 42 | 0.5% | 8%

Entries of single compounds, looked up by structure:
CCCCn1c(=O)c(C(=O)NCc2ccccc2)c(O)c2ccccc21 is listed as RSV antiviral HEp-2: 5.8%; PMI inhibition: .; M1AAP inhibition: .; UTI89 phage lysis: 0.8%; TNAP activators: .; P. falciparum M17LAP: .; T cell modulator: i; T cell modulator vesicle-bound %: 55; West Nile antiviral: -1.6%; PMI inhibitors: .
Cc1ccccc1-n1c(O)c(/C=N/N2CCOCC2)c(=O)[nH]c1=S is listed as RSV antiviral HEp-2: 1.5%; PMI inhibition: 56%*; M1AAP inhibition: 11%; UTI89 phage lysis: 2.1%; TNAP activators: 0.9; P. falciparum M17LAP: 10%; T cell modulator: i; T cell modulator vesicle-bound %: 24; West Nile antiviral: -0.2%; PMI inhibitors: 29%

The list is partial; count on the stated rates, not on these rows.
